Compound activity from PubChem BioAssay.
S1P3 antagonist – blocks the human S1P3 receptor; Q99500; CHO S1P3 NFAT-BLA reporter, FRET fluorescence, antagonist mode; inhibition, % at 4.98 µM; hit rate 0.27% among 170,000; AID 485;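 active means inhibition above the plate cutoff, the mean inhibition of test wells on that plate plus 3 SD, cut at about 28% in these data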;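 further: cells challenged with S1P at its EC80 of 0.8 µM; blue over green emission ratio from cleaved BLA substrate after 4 h stimulation; 0% = S1P-stimulated wells and 100% = unstimulated DMSO-only wells; some compounds past the cut are filed as inactive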
Target sequence (Q99500 whole entry, looked up): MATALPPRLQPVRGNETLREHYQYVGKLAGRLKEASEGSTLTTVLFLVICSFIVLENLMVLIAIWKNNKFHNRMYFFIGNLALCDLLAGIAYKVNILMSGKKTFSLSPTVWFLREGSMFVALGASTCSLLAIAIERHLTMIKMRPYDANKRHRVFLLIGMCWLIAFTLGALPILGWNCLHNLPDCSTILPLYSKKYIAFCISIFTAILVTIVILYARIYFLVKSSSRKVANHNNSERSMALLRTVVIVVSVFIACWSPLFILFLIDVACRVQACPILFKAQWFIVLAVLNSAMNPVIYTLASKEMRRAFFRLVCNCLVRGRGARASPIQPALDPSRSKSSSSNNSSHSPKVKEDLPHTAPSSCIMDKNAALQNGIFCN
* hit, by the source's call.

molecule,S1P3 antagonist
Cc1onc(-c2ccccc2)c1-c1ccnc(N)n1,-11
Cn1c(N)c(C(=O)COC(=O)C2CC(O)CN2S(=O)(=O)c2ccc(Cl)cc2)c(=O)n(C)c1=O (stereo unspecified),-22
COc1ccc(Nc2nc(-c3ccccc3)nc3ccccc23)cc1S(=O)(=O)N1CCOCC1,21
CC1SCC(NC(=O)c2ccccc2Cl)CS1 (stereo unspecified),5
COC(=O)[C@H](C)NC(=O)NCc1ccccc1,4
N#C/C(=C\Nc1ccc(Cl)cn1)S(=O)(=O)c1ccccn1,-1
COc1cc2c(cc1OC)C(C)N(C(=O)c1sc(-c3cnccn3)nc1C)CC2 (stereo unspecified),-13
CCOc1ccc(NC(=O)c2ccccc2SC)cc1,12

Quoted at random: 7 entries already listed
molecule,S1P3 antagonist
COC(=O)[C@H](C)NC(=O)NCc1ccccc1,4
Cc1onc(-c2ccccc2)c1-c1ccnc(N)n1,-11
CC1SCC(NC(=O)c2ccccc2Cl)CS1 (stereo unspecified),5
COc1ccc(Nc2nc(-c3ccccc3)nc3ccccc23)cc1S(=O)(=O)N1CCOCC1,21
Cn1c(N)c(C(=O)COC(=O)C2CC(O)CN2S(=O)(=O)c2ccc(Cl)cc2)c(=O)n(C)c1=O (stereo unspecified),-22
COc1cc2c(cc1OC)C(C)N(C(=O)c1sc(-c3cnccn3)nc1C)CC2 (stereo unspecified),-13
N#C/C(=C\Nc1ccc(Cl)cn1)S(=O)(=O)c1ccccn1,-1

(listing goes on)
molecule,S1P3 antagonist
Nc1c(C(=O)O)sc2nc(-c3ccccc3)cc(-c3ccc(F)cc3)c12,-1
CC(=O)c1cccc(CN2CCN(C3CCCCC3)C(CCO)C2)c1 (stereo unspecified),0
CC(C)(C)NC(=S)NNC(=O)[C@H]1C[C@@H]1c1ccccc1,4
O=C1CS/C(=N/N=C/c2ccncc2)N1,4
Cc1c(NC(=O)c2cn3ccccc3n2)cccc1-n1cnnn1,0
CCOc1ccc(C2C(C#N)=C(N)Oc3cc(C)[nH]c(=O)c32)cc1OC (stereo unspecified),-8
O=[N+]([O-])c1ccc(OCC(O)CNCCNc2nccc(C(F)(F)F)n2)cc1 (stereo unspecified),8
C#CCN1C(=O)C(O)(c2c(C)[nH]c3ccccc23)c2ccccc21 (stereo unspecified),6
COC(=O)c1ccc(NCC(=O)Nc2cc(C)cc(C)c2)cc1,11
CCc1ccc(Nc2ncnc3nc[nH]c23)cc1,18
CC[C@H](C)[C@H](NC(N)=O)C(=O)Nc1ccc(NC(C)=O)cc1,-9
COC(=O)C1C(O)C(C)C(O)C(C)(O)/C=C\C=C(/C)C(=O)Nc2c(C)c(OC(C)=O)c3c(c2O)C(=O)C(C)=C2OCOC(=C23)/C(C)=C/C(C)(O)C(O)C(C)C1O (stereo unspecified),3
CCOC(=O)CSc1nnc(Cn2nnc3ccccc32)n1-c1ccc(F)cc1,-2
COc1ccc(Oc2nc(-c3cccnc3)nc3ccccc23)cc1,-3
COc1ccccc1NC(=O)N1CCN(c2ccc3nnc(-c4ccc(F)cc4)n3n2)CC1,-17
O=C(N/N=C/c1ccc(-c2ccc([N+](=O)[O-])cc2)o1)c1cccnc1,-6
FC(F)(F)c1ccc(-c2csc(-c3ccno3)n2)cc1,2
Cc1cc[n+]2n1CC(O)C2 (stereo unspecified),3
CC(C)(C)OC(=O)NCCCCCc1nnc(SCc2c(F)cccc2Cl)o1,8
COc1cccc(/C=N/NC(=O)CCn2cnc3ccccc32)c1,-4
Cc1ccccc1Nc1c(-c2ccccc2)nc2ncccn12,-4
COC(=O)C1=C(C)NC(C)=C(C(=O)OC)C1c1ccco1,-2
CCCCn1nnc(NC(=O)c2ccc([N+](=O)[O-])cc2Cl)n1,11
CCn1cc(C(=O)NP(=O)(Nc2ccc(C)cc2)Nc2ccc(C)cc2)c2ccccc21,6
Cc1noc(C)c1-c1nnc(-c2ccc(OC(F)(F)F)cc2)o1,-4
Brc1cnc2nc(SCc3nc4ccccc4[nH]3)[nH]c2c1,-5
CC(C)S(=O)(=O)c1csc(NC(=O)Nc2cc(Cl)ccc2Cl)c1Cl,-5
NNC(=O)CS(=O)(=O)c1ccc(Cl)cc1,1
Cc1ccc(/C=N/Nc2ncnc3nc[nH]c23)cc1,-4
CN1c2ccc(Cl)cc2C(=O)NC1c1ccc([N+](=O)[O-])s1 (stereo unspecified),4
C=CC(=O)NC1CC2CCC1(C)C2(C)C (stereo unspecified),-7
COC(=O)c1cc2c(N)c(C(=O)c3ccc(Cl)cc3)sc2nc1C(OC)OC,0
CCC(=O)N(CC(=O)Nc1sc(C)c(C)c1C(N)=O)Cc1ccc(F)cc1,-8
Cc1cc(C)nc(NS(=O)(=O)c2ccc(NS(=O)(=O)c3ccsc3)cc2)n1,-2
Cc1cc(C(=O)NC(Cc2ccccc2)C(=O)O)c(C)o1 (stereo unspecified),-23
COc1cc(C(=O)NNC(=S)NC(=O)/C=C/c2ccccc2)cc(OC)c1OC,-15
O=C(NNS(=O)(=O)c1ccccc1F)c1cc(-c2ccccc2)n[nH]1,-26
CCOC(=O)C1CCN(S(=O)(=O)c2ccc(-c3ccccn3)s2)CC1,1
O=S(=O)(c1ccc(F)cc1F)N1CCCN(c2ccc(C(F)(F)F)cn2)CC1,-5
COc1ccc(/C=C2\CCCc3c2nc2ccccc2c3C(=O)O)cc1OC,5

Next compounds follow.
molecule	S1P3 antagonist
C=CCn1c(SCC(=O)Nc2nc3ccccc3s2)nc(O)c(CC)c1=O	-6
CC1(C)CC(=O)C/C(=N/NC(=O)COc2ccc(Cl)cc2Cl)C1	-10
COc1ccc(CCNC(=O)COC(=O)Cn2cnc3ccccc3c2=O)cc1	-6
COc1ccc(C(=S)N2CCN(c3ccccc3C)CC2)cc1	-6
CN(C)c1ccc(CC2C(=O)Nc3ccccc32)cc1 (stereo unspecified)	6
Cc1ccc(-c2nc3c(c(=O)[nH]c(=O)n3Cc3ccccc3)n2C)s1	-20
CC(C)=NOC(=O)c1c(C)noc1-c1snnc1C	11
COC(=O)c1ccccc1N=Nc1c(N)[nH][nH]c1=O	-7
O=C(CCNc1n[nH]c(=O)[nH]c1=O)N/N=C\c1ccc(Br)cc1	8
CCn1c(O)c(C=NCc2ccccc2)sc1=S	9
COc1ccc(/C=C2\SC(=S)N(CC(=O)N3CCN(C)CC3)C2=O)cc1	-5
Fc1ccc(-c2nc(-c3cnccn3)no2)c(Cl)c1	-8
Nc1ccc(C(=O)Oc2ccc([N+](=O)[O-])cc2)c(O)c1	1
COc1ccccc1C(=O)Nc1cccc(S(=O)(=O)N2CCCC2)c1	-8
CCN1CCc2nc3ccccc3c(C(=O)Nc3ccc(NC(C)=O)cc3)c2C1	-7
C/C(N)=C(/C#N)C(=O)CSc1nnc(-c2ccccc2)n1C	-16
Cc1ccc2c(c1)[nH]c1c(=O)n(Cc3ccco3)cnc12	2
Cc1ccc(C)c(S(=O)(=O)Nc2ccc(O)c(Sc3ncn[nH]3)c2)c1	-13
COC(=O)Cn1c(=O)c2c(n(Cc3ccccc3)c1=O)N/C(=C/c1ccc(Br)cc1)C2=O	-3
COc1ccccc1C1CCN(Cc2cccc([N+](=O)[O-])c2)CC1	11
COc1ccc(CC(=O)N2CCc3cc(OC)c(OC)cc3C2O)cc1OC (stereo unspecified)	9
O=C(NC(=S)Nc1ccc(Cl)cc1)c1ccccc1	4
CCn1nc(NC(=O)C2CCCO2)c2cc3cccc(C)c3nc21 (stereo unspecified)	-7
Cc1ccc(C(=O)NC(C(=O)Nc2cccc(S(N)(=O)=O)c2)C(C)C)cc1 (stereo unspecified)	2
c1ccc2c(Nc3nncs3)c3ccccc3nc2c1	-6
S=C(NC1CCCCC1)N1CCc2[nH]c3ccccc3c2C1	3
CSCCC(NC(=O)COc1cccc2ccccc12)C(=O)O (stereo unspecified)	-3
Cc1cc(C)c2nc(Nc3nc(-c4ccccc4)cc(=O)[nH]3)nc(C)c2c1	4
CC1CN(c2ccc(NC(=S)Nc3ccc(N4CC(C)OC(C)C4)cc3)cc2)CC(C)O1 (stereo unspecified)	7
O=C(O)c1ccc(N/N=C2/CCCc3ccccc32)cc1	-7
CCc1ccc(Nc2ncc3c(n2)CC(C)(C)CC3=O)cc1	2
CCCCOc1ccc(-c2c(C#N)c(N)[nH]c(=S)c2C#N)cc1	3
C/C(=N\NC(=S)NCC(C)(C)C)c1cc(F)cc(F)c1O	6
O=C1/C(=C/c2ccncc2)SC(=S)N1N1CCOCC1	0
O=C(O)c1ccccc1/C=N/Nc1ccc(S(=O)(=O)N2CCOCC2)cc1[N+](=O)[O-]	2
CCOc1ccc(CCN2CN(C3CCCCC3)CNC2=S)cc1OCC	6
O=C(Cn1nc2sc3ccccc3n2c(=O)c1=O)c1cccs1	-3
COc1ccc(N2C(=O)c3ccccc3S2(=O)=O)cc1	-9
CCOC(=O)Nc1csnn1	3
Nc1ccc(Cl)c(S(=O)(=O)Nc2ccc(Cl)cc2)c1	-2
O=C(Cn1nnc2ccccc21)c1ccc(Br)cc1	10
O=C(O)c1cc(-c2ccc(Cl)s2)[nH]n1	-3
Cn1nnnc1N=N/C(=N/Nc1ccccc1)c1ccccc1	4
COc1ccc(Cn2c(=O)[nH]c3cc(OC)c(OC)cc3c2=O)cc1	0
Cn1nccc1NC(=O)CC1(CC(=O)O)CCCCC1	4
COc1ccc2[nH]c3c(=O)n(Cc4ccncc4)cnc3c2c1	-6
O=C(CN1CCN(S(=O)(=O)c2ccc(Cl)s2)CC1)N1CCOCC1	1
COc1ccc(-c2nc(N3CCOCC3)nc3nn4c(C)c(CCC(=O)O)c(C)nc4c23)cc1	-17
O=C(Nc1ccc2[nH]c(=S)sc2c1)Nc1ccccc1F	-12
O=C(COc1ncnc2sccc12)NC1CCS(=O)(=O)C1 (stereo unspecified)	-1
Cc1ccc(C)c(N2N=C(C(=O)Nc3ccc(S(=O)(=O)N4CCCC4)cc3)CCC2=O)c1	3
O=C(Nc1nnc(Cc2ccc(Cl)cc2)s1)c1ccncc1	-14
COC(=O)CSc1nc2cc(OC)ccc2n1C	-2
CCCCCN1C=CC=C/C1=C\C=C(C#N)C#N	11
CCOC(=O)c1c(/N=C/c2cccc([N+](=O)[O-])c2O)sc2c1CCC2	4
COCCOC(=O)c1c(C)oc2ccc(NS(=O)(=O)c3ccc(C)cc3)cc12	2
COc1ccc(CCNC(=O)Cn2c(=O)oc3cc(Cl)ccc32)cc1OC	3
Nn1c(SCc2cccc(Br)c2)nnc1-c1cccnc1	-5
O=C(/C=C\c1ccco1)NC(=S)Nc1ccccc1O	-8
O=C(N/N=C/c1ccccc1[N+](=O)[O-])c1cccs1	0

The list continues.
molecule	S1P3 antagonist
CCc1cc(-c2[nH]ncc2-c2nc3ccccc3n2C)c(O)cc1O	-30
CCOC(=O)Nc1ccc2nc(N3CCCCCC3)sc2c1	20
Cc1ccc(NC(=O)Nc2cccnc2)cc1NC(=O)Nc1cccnc1	13
O=C(c1ccc([N+](=O)[O-])o1)N1CCc2ccccc2C1	10
O=C(NC1(C(F)(F)F)N=C2SCCN2C1=O)c1ccccc1F (stereo unspecified)	-14
COc1ccc(N=C2SC(C(=O)Nc3ccc(C(=O)O)cc3)CC(=O)N2Cc2cccs2)cc1 (stereo unspecified)	4
CCN(CC)C(=O)CSc1nc(O)c(Cc2ccccc2)c(=O)n1-c1ccccc1C	-6
Cc1cc(-c2ccccc2)c2c(n1)sc1c(O)cc(=O)[nH]c12	6
COC(=O)c1sccc1NC(=O)CC1C(=O)NCCN1C(=O)c1ccc(N(C)C)cc1 (stereo unspecified)	-13
CCOC(=O)/C(C#N)=C1\SS/C(=C(/C#N)C(=O)OCC)S1	-18
Cc1cc(C(C)(C)C)ccc1NC(=O)CC(C)(C)CC(=O)O	-7
COc1ccc(/C(C)=N/NC(=O)OC(C)(C)C)cc1[N+](=O)[O-]	-4
COc1ccc2c(c1)CCN1C2CCN2C(=O)CCC21 (stereo unspecified)	2
O=C1CC(N2CCN(S(=O)(=O)c3ccccc3)CC2)C(=O)N1c1ccccc1 (stereo unspecified)	4
CSc1nc(N)n2nc(C(C)(C)C)cc2n1	-4
O=C(CSc1cccc2cccnc12)Nc1ccc(S(=O)(=O)N2CCOCC2)cc1	10
CC(C)(C)c1ccc(/C=N/N2CCN(c3ccccn3)CC2)cc1	3
COc1ccccc1N1CCN(C(=O)c2coc(=O)c(Br)c2)CC1	-7
Cc1nnc(SCC(=O)Nc2ccccc2F)n1Cc1ccco1	2
Cn1c2[n+](c3ccc(Cl)cc3c1=O)Cc1ccccc1-2	-2
Cc1nc(-c2cccc(S(=O)(=O)N3CCCCC3)c2)cs1	-5
Cc1cc(NC(=O)c2ccc3c(c2)C(=O)N(CC(C)C)C3=O)no1	-2
COc1ccccc1Nc1nc(NCCC(C)C)nc(N)c1[N+](=O)[O-]	-6
O=C(c1[nH]ncc1-c1cccc(Br)c1)C1CO1 (stereo unspecified)	17

An excerpt from above in order of their number in S1P3 antagonist, lowest first.
structure	S1P3 antagonist
COc1ccccc1N1CCN(C(=O)c2coc(=O)c(Br)c2)CC1	-7
Cc1nc(-c2cccc(S(=O)(=O)N3CCCCC3)c2)cs1	-5
CSc1nc(N)n2nc(C(C)(C)C)cc2n1	-4
COc1ccc2c(c1)CCN1C2CCN2C(=O)CCC21 (stereo unspecified)	2
O=C(CSc1cccc2cccnc12)Nc1ccc(S(=O)(=O)N2CCOCC2)cc1	10
O=C(c1[nH]ncc1-c1cccc(Br)c1)C1CO1 (stereo unspecified)	17

Following part:
molecule	S1P3 antagonist
Cc1onc(-c2ccccc2)c1CNS(=O)(=O)c1ccccc1[N+](=O)[O-]	-7
O=C(CCS(=O)(=O)c1ccccc1Cl)NCc1ccc(F)cc1	-20
Cc1ccc(C)c(OCc2n[nH]c(=S)o2)c1	1
CC(=O)c1csc(Nc2ccccc2Cl)n1	7
C/C(=N\NC(=S)Nc1ccccc1C)C1Cc2ccccc2C(=O)O1 (stereo unspecified)	13
S=c1[nH]nc(-c2ccc(Cl)cc2Cl)n1-c1ccc2c(c1)OCCO2	-4
Nc1sc(-c2ccccc2)cc1C(=O)N/N=C/c1ccc(Cl)cc1	-8

Only part of the results is shown (hit frequency here may not be typical).
